Bioassay records (PubChem BioAssay)
MC4R antagonist = blocks human MC4R cAMP signaling. P32245. MC4R-expressing cells, MTII-stimulated cAMP, LANCE TR-FRET. inhibition, % at 6.5 µM. actives 0.48% (n = 360,000);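 active = inhibition above its plate's cutoff, the mean of tested wells on that plate plus 3 SD, cut at about 29% in these data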;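 also: 0% = Melanotan II alone and 100% = Melanotan II plus saturating MCL0020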
Target sequence (P32245 whole entry, looked up): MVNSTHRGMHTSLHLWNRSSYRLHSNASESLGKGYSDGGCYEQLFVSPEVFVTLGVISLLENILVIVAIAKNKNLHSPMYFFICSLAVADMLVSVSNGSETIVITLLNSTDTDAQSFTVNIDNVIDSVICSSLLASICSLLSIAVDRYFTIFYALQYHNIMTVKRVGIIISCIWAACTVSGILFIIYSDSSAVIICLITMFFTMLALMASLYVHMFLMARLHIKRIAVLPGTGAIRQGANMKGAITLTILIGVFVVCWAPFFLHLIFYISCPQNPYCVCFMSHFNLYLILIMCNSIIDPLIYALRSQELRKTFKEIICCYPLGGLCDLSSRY
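Test system: U2OS cells stably expressing human melanocortin 4 receptor (MC4R); also added: Melanotan II challenge; compound: 6.5 µM single dose; timing: 30-min compound preincubation, 1-h Melanotan II challenge, 1-h detection, room temperature; signal: Eu-cAMP/anti-cAMP TR-FRET, emission 671 nm; repeats: one well per compound, no replicates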
N-glyco inh = N-linked glycosylation inhibition; D54 ERlucT glycosylation luciferase reporter, 24 h; percent of 100 nM tunicamycin response; reporter increase, % at 12.5 µM; actives 0.23% (n = 360,000);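 active = mean luciferase reporter signal, scaled so untreated is 0 and the glycosylation-blocking control 100, at or above a set limit in every replicate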;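 also: luciferase carries N-glycosylation sites so blocking glycosylation raises the light; 0% = median of neutral control wells and 100% = median of 100 nM tunicamycin wells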
NCOA2 inhibitor = inhibits human steroid receptor coactivator 2. HEK293 GAL4-SRC2 luciferase reporter, luminescence. inhibition, % at 9 µM. actives 0.17% (n = 370,000);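 active = inhibition above the mean inhibition of all tested compounds plus 3 SD, set per campaign, cut at about 52% in these data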;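 also: 0% = DMSO treated cells and 100% = cells given Gossypol at 36 µM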
TLR9-MyD88 inh = blocks human TLR9 binding to MyD88 | CHO BLA complementation TLR9-MyD88, CCF4 FRET ratio | inhibition, % at 4.98 µM | actives 0.21% (n = 340,000) | Q9NR96+Q99836;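 active = inhibition above the mean over all tested compounds plus 3 SD, cut at about 21% in these data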;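 also: 0% = DMSO only wells and 100% = clavulanate BLA inhibitor control wells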
ABCB6 inh MLPCN = inhibitors of human ABC transporter ABCB6; fluorescence ratio to DMSO, % at 10 µM; actives 0.19% (n = 360,000); K562-ABCB6 porphyrin accumulation, flow cytometry, 1 h; stronger effect = lower value; AID 602162; Q9NP58;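 active = fluorescence ratio to DMSO below 75%, the collection mean minus 3 SD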;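 also: signal is porphyrin accumulated inside mitochondria; 100% equals median channel fluorescence of DMSO control wells; lower ratio means ABCB6 inhibition with less porphyrin fluorescence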
m5-HT2A agonist = agonists of mouse serotonin 5-HT2A receptor (HTR2A); CHO-K1 mHTR2A beta-arrestin complementation, luminescence; percent of 30 µM serotonin response; activation, % at 7.6 µM; actives 0.66% (n = 360,000);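 active = activation above a run cutoff, the mean activation of all tested compounds plus 3 SD, cut at about 14% in these data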;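 also: 0% = plate median of compound wells and 100% = 30 µM serotonin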
ABHD5 PLIN5 PPI = blocks binding of human ABHD5 to perilipin-5. Q00G26+Q8WTS1. Split G. princeps luciferase complementation, luminescence, 4 h. inhibition, % at 4 µM. actives 0.78% (n = 360,000). AID 602281;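 active = inhibition above the mean inhibition across every tested compound plus 3 SD, cut at about 22% in these data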;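 also: 0% = DMSO only wells and the 100% control is not disclosed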
NOD2-RIPK2 inh = blocks binding of human NOD2 to RIPK2; inhibition, % at 4.98 µM; CHO BLA complementation NOD2-RIPK2, CCF4 ratio; O43353; actives 0.38% (n = 360,000); in the data active = inhibition above about 21%;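 also: 0% = vehicle only and 100% = reference blocker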
Target sequence (O43353 whole entry, looked up): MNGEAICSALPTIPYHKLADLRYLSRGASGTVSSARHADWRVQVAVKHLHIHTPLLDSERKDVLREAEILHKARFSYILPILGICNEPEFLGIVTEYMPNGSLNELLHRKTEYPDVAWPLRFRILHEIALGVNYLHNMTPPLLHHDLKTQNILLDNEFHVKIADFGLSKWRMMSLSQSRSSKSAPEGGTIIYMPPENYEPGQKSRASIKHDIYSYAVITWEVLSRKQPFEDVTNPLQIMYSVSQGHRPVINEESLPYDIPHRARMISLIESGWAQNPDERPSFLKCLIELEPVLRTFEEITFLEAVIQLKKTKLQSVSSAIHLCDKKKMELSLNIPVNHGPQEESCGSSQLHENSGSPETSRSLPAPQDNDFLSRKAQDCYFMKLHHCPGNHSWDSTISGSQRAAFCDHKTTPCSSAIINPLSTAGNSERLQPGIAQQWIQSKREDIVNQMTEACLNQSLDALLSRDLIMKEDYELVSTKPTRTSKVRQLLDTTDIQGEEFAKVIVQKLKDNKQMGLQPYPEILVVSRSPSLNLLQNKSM
MC4R barr agon = human MC4R agonism via beta-arrestin; P32245; U2OS MC4R beta-arrestin complementation, luminescence; percent of melanotan II response, DMSO zero; activation, % at 8.9 µM; actives 0.98% (n = 360,000); AID 540308;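 active = activation above a per-plate cutoff, the mean activation of sample wells on that plate plus 3 SD, cut at about 8% in these data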
Cardio protect = modulators protecting cardiomyocytes from myocardial damage; H9c2 cardiomyocytes, H2O2 injury protection, ATPLite, 2 h; protection from H2O2 cell death, % at 20 µM; actives 0.63% (n = 360,000); AID 588492;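 active = compounds giving at least 50% protection of heart cells from peroxide-induced death in the single-dose screen, raw or plate-pattern-corrected value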;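 also: 0% = DMSO wells with peroxide and 100% = DMSO wells without peroxide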
* marks the source's active call; other numbers are inactive results; . = no result given.

No.	SMILES	MC4R antagonist	N-glyco inh	NCOA2 inhibitor	TLR9-MyD88 inh	ABCB6 inh MLPCN
1	Cn1c(=O)oc2cc(S(=O)(=O)NCC3CCCO3)ccc21 (configuration not stated)	16	3	6	3	108
2	CCN(CC)S(=O)(=O)c1ccc(C)c(NC(=O)COc2ccc3c(C)cc(=O)oc3c2)c1	8	-1	7	-8	88
3	O=C1NC[C@H](Cc2ccc(O)cc2)N(C[C@@H]2CCCN2C[C@H](Cc2ccc(O)cc2)N2C[C@H](Cc3ccccc3)N(CC3CCCCC3)C(=O)C2=O)C1=O	.	.	14	.	86
4	Cc1[nH]n2cnnc2c(=O)c1Br	4	3	18	0	104
5	CN(C)C(=O)c1cccc(-c2cnc3c(NC=O)cc(-c4ccccc4N(C)C)cn23)c1	-33	11	-37	.	103
6	COc1ccc(-c2cc(C(=O)N3CCN(c4ccccc4)CC3)no2)cc1OC	13	1	-1	2	88
7	O=C(CCCc1ccccc1)Nc1ccc2c(c1)OCCO2	0	-15	-39	-3	99
8	COc1c([N+](=O)[O-])c(=O)n(-c2ccccc2)c2ccccc12	3	-2	-2	-10	98
9	Cn1c(CN2CCOCC2)nc2cc(NC(=O)COc3ccc([N+](=O)[O-])cc3)ccc21	7	-1	6	-3	96
10	CN(c1ccccc1)S(=O)(=O)c1ccccc1Br	0	-1	-2	-4	95

No.	m5-HT2A agonist	ABHD5 PLIN5 PPI	NOD2-RIPK2 inh	MC4R barr agon	Cardio protect
1	7	0	7	0.3	1
2	1	3	-4	-1.3	-9
3	-1	16	-14	.	.
4	4	2	-11	0.9	7
5	1	0	-1	9.2*	8
6	-1	2	7	1.8	3
7	-6	-2	1	1.2	-6
8	3	9	-7	-0.4	-8
9	2	-2	7	1.6	5
10	2	-2	-10	0.4	-8

4 compounds from above, ordered by the value under m5-HT2A agonist, descending:
nr	SMILES	m5-HT2A agonist
4	Cc1[nH]n2cnnc2c(=O)c1Br	4
10	CN(c1ccccc1)S(=O)(=O)c1ccccc1Br	2
2	CCN(CC)S(=O)(=O)c1ccc(C)c(NC(=O)COc2ccc3c(C)cc(=O)oc3c2)c1	1
7	O=C(CCCc1ccccc1)Nc1ccc2c(c1)OCCO2	-6

Next results follow.
No.	SMILES	MC4R antagonist	N-glyco inh	NCOA2 inhibitor	TLR9-MyD88 inh	ABCB6 inh MLPCN
11	Cc1cc(C(=O)N2CCCC(C)(C(=O)NS(=O)(=O)C3CC3)C2)nn1C(C)(C)C (configuration not stated)	2	1	-12	.	100
12	COc1ccc(/C=C/C(=O)c2ccccc2)cc1COc1ccc(F)cc1	0	8	-23	0	102
13	O=C(O)CCCC(=O)Nc1cccc2cccnc12	2	4	-20	0	82
14	O=C(Nn1c(SCc2ccc(F)cc2)nc2ccsc2c1=O)c1ccccc1	4	-1	2	-13	104
15	COc1cccc(NC(=O)c2oc3ccccc3c2NC(=O)C2CC2)c1	0	-7	-1	11	96
16	CCCCNC(=O)c1cccnc1SCC(=O)Nc1ccccc1OC	2	3	-10	-13	99
17	CCn1c(SCC(=O)NC2=NCCS2)nnc1C(C)NC(=O)c1ccccc1Br (configuration not stated)	1	-1	-10	1	96
18	O=[N+]([O-])c1ccc(Cl)c(NC(=S)N2CCCC2)c1	1	0	-11	6	100
19	C/C(CC(=O)Nc1ccc2c(c1)OCCO2)=N\NC(=O)Cc1ccc(Cl)cc1	-1	-1	-24	-8	97
20	CCN(Cc1cc(=O)n2ccsc2n1)Cc1nc2ccccc2c(=O)[nH]1	22	0	-43	-7	101

No.	m5-HT2A agonist	ABHD5 PLIN5 PPI	NOD2-RIPK2 inh	MC4R barr agon	Cardio protect
11	5	1	-7	-0.8	7
12	-2	22*	-4	-1.6	-10
13	-5	-7	3	-1.5	-1
14	0	-2	2	-0.3	-4
15	-3	0	-1	-0.5	-6
16	1	-7	6	-1.7	0
17	7	-1	-13	1.7	-5
18	-3	-5	-3	-1.5	-4
19	4	-4	-2	0.6	3
20	-3	-3	6	-1.3	24

Other records.
No.	SMILES	MC4R antagonist	N-glyco inh	NCOA2 inhibitor	TLR9-MyD88 inh	ABCB6 inh MLPCN
21	COc1ccccc1C(=O)N1CCN(CCNC(=O)C(=O)Nc2ccc(Br)c(C)c2)CC1	8	-3	30	1	90
22	COc1ccc2cc(C(=O)NCc3ccccc3)c(=O)oc2c1	15	1	7	-11	98
23	CCN(CC)S(=O)(=O)c1ccc(OC)c(-n2cnnn2)c1	26	-1	-20	13	94
24	O=C(CCn1ccc([N+](=O)[O-])n1)Nc1nccs1	-1	0	23	.	103
25	COc1ccc2c(c1OC)C(=O)N(c1cccc(C)c1)C2	9	-7	-48	6	93
26	CC(C)c1ccc(NC(=O)NC2CC3CCC(C2)N3Cc2cccs2)cc1 (configuration not stated)	1	-4	2	-4	99
27	NS(=O)(=O)c1ccc(NC(=O)N[C@@H](Cc2ccccc2)C(=O)O)cc1	5	3	-12	-3	102
28	COc1cc(CN2CCN(Cc3ccc(SC)cc3)CC2)cc(OC)c1O	5	-2	13	-2	91
29	Cc1cc(NC(=O)Nc2cccc(C(F)(F)F)c2)n(C)n1	-3	1	0	-7	97
30	Cc1cc(=O)[nH]c(SCC(=O)NCC2CCCCC2)c1C#N	8	0	-34	6	99

No.	m5-HT2A agonist	ABHD5 PLIN5 PPI	NOD2-RIPK2 inh	MC4R barr agon	Cardio protect
21	-6	1	2	-2.5	-8
22	-1	-1	-16	-0.4	1
23	3	0	-2	2.8	-2
24	-2	-4	-7	-0.4	8
25	0	8	-6	-1.9	-16
26	-5	-3	1	-0.6	-5
27	1	-3	-7	0.4	5
28	-2	-4	4	-3.0	0
29	1	-4	1	-2.6	0
30	-5	-1	-7	-2.8	-3

Further entries follow:
No.	SMILES	MC4R antagonist	N-glyco inh	NCOA2 inhibitor	TLR9-MyD88 inh	ABCB6 inh MLPCN
31	Cc1ccc(C(=O)OCC(=O)NCc2cccs2)c(C)c1	4	0	-49	-11	96
32	O=C(NNC(=O)C1CC2CCC1C2)c1ccccc1 (configuration not stated)	9	1	-12	-5	102
33	COc1ccc(C(=O)OCC(=O)NC23CC4CC(CC(C4)C2)C3)c(OC)c1OC	12	0	3	-5	94
34	O=C(Cn1ncc2c3ccccc3n(Cc3ccccc3)c2c1=O)NCc1ccco1	3	-2	21	3	102
35	CCN(CCn1cccn1)C(=O)c1ccc2nc(Cc3ccc(OC)cc3)oc2c1	2	0	-25	-3	95
36	Cc1ccc(CN2CCN(/N=C/C(Br)=C\c3ccccc3)CC2)cc1	0	-4	2	.	96
37	NS(=O)(=O)c1cccc(C(=O)OCC(=O)NC2CCCc3ccccc32)c1 (configuration not stated)	16	3	-17	-6	98
38	CCOC(=O)C1=C(CS(=O)(=O)c2ccccc2)NC(=O)NC1c1ccccc1OCC (configuration not stated)	2	0	-64	7	100
39	Cc1cccc(-c2cc(C(=O)NCc3ccccn3)c3ccccc3n2)c1	-1	2	-8	-4	100
40	N#C/C(=C\c1c[nH]c2ccccc12)C(=O)NC1CCCC1	-4	4	-35	-7	102

No.	m5-HT2A agonist	ABHD5 PLIN5 PPI	NOD2-RIPK2 inh	MC4R barr agon	Cardio protect
31	-18	-5	4	1.9	-3
32	6	2	-3	-1.1	2
33	-2	5	-1	0.9	-8
34	1	1	-8	-0.2	8
35	-1	-5	2	-2.3	-4
36	9	-5	0	-1.1	-10
37	1	4	3	-0.9	-5
38	17*	-2	-4	-0.3	14
39	1	-6	3	-1.9	37
40	-4	2	2	-4.1	-4

The list goes on:
No.	SMILES	MC4R antagonist	N-glyco inh	NCOA2 inhibitor	TLR9-MyD88 inh	ABCB6 inh MLPCN
41	N#CC1(NC(=O)CN2c3cccc4cccc(c34)S2(=O)=O)CCCCC1	-5	1	-5	2	97
42	O=C1c2ccccc2C(=O)c2c1cccc2N1CCN(CCO)CC1	-16	5	-2	-6	100
43	O=S(=O)(C(=CNc1ccccc1)S(=O)(=O)c1ccccc1)c1ccccc1	1	-2	11	2	93
44	Cc1cccc(-c2nc(CN3CCCC(C(=O)NC4CCCCCC4)C3)c(C)o2)c1 (configuration not stated)	-6	-5	15	-13	93
45	Cc1cccc(OCC(=O)Nc2ccc(N3CCN(C(=O)c4ccco4)CC3)cc2)c1C	8	-1	5	12	97
46	COc1ccc(/C=C(/NC(=O)c2ccccc2)C(=O)N/N=C/c2ccncc2)c(OC)c1	-4	3	-6	-5	97
47	Cc1ccc(C(=O)COC(=O)CNC(=O)Cc2ccccc2)cc1[N+](=O)[O-]	5	-1	-23	-1	93
48	Brc1ccccc1OCCCN1CCOCC1	5	-1	8	-5	93
49	OCCCN=C1CCCc2c1[nH]c1ccc(Cl)cc21	-4	-2	-8	5	91
50	Cc1ccc(S(=O)(=O)Nc2cc3c4c(c2)CC(=O)N4CCC3)cc1	9	5	19	-3	90

No.	m5-HT2A agonist	ABHD5 PLIN5 PPI	NOD2-RIPK2 inh	MC4R barr agon	Cardio protect
41	-6	5	-6	-5.7	5
42	-4	-2	-16	-1.1	4
43	-3	-1	-3	-0.5	5
44	-3	1	12	-1.6	-18
45	-3	-8	-9	-2.9	-1
46	0	1	8	-0.8	13
47	5	4	-7	-1.7	5
48	-6	0	0	-0.1	-4
49	-3	-4	-3	2.6	-3
50	-2	-5	-11	-4.6	0

Going on with the list:
No.	SMILES	MC4R antagonist	N-glyco inh	NCOA2 inhibitor	TLR9-MyD88 inh	ABCB6 inh MLPCN
51	NS(=O)(=O)c1ccc(CCNC(=O)c2ccc3nc4ccc(Cl)cc4c(=O)n3c2)cc1	10	1	1	-12	102
52	O=C(Cn1cc(COc2ccc(C(=O)c3ccccc3)cc2)nn1)c1ccc(O)cc1	-7	0	3	-2	98
53	c1c2c(cc3sc(N4CCCCC4)nc13)OCCO2	3	-21	41	5	90
54	CC(C)C(=O)N1CCC1(C)C(=O)Nc1ccc2cn[nH]c2c1 (configuration not stated)	6	2	-21	.	100
55	COc1ccccc1N1CC(C(=O)Nc2nnc(SCC(=O)NC(C)C)s2)CC1=O (configuration not stated)	2	1	4	2	97
56	O=S(=O)(Cc1ccccc1)c1nc2ccccc2n1Cc1ccccn1	3	-2	-3	2	96
57	O=C(Nc1ccnc(-c2ccncc2)n1)c1cccs1	-2	0	-6	3	99

No.	m5-HT2A agonist	ABHD5 PLIN5 PPI	NOD2-RIPK2 inh	MC4R barr agon	Cardio protect
51	-4	2	-6	0.0	11
52	-2	4	-10	-0.6	-5
53	8	-8	-3	1.1	-11
54	7	1	-3	-1.8	4
55	2	-3	-7	-1.3	2
56	-5	2	3	-3.4	1
57	6	-1	-5	-0.9	-3

This is a subset; the hit share may differ from the screen's.
